Bioassay records deposited in PubChem by Southern Research Specialized Biocontainment Screening Center.
Salmonella PhoP GFP = PhoP regulon inhibitors, Salmonella typhi PhoP promoter GFP reporter, confirmatory (AID 1850); Salmonella Typhi PhoP-promoter GFP reporter, fluorescence, 4 h; higher % means a stronger effect; inhibition, % at 50 µM, or IC50 in µM where a hit was titrated; hit rate 0.33% among 310,000; in the data active = a potency from the dose series; inconclusive = inhibition mostly from about 25% at the one dose, without a potency; inactive = the rest, 99 in 100 with inhibition below about 19%;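 also: 0% = induced wells with vehicle and 100% = uninduced wells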
H37Rv inhibition = M. tuberculosis growth inhibition, HTS (AID 449762). M. tuberculosis H37Rv growth inhibition, 7H9 media; higher % means a stronger effect. inhibition, % at 25 µM, or IC50 in µM where a hit was titrated. hit rate 0.59% among 330,000; in the data active = a potency from the dose series; inconclusive = inhibition above about 70% without an active follow-up result;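 also: bacterial growth assessed after seven days of incubation; strong numbers were not always called active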
inhibitors of VEEV = inhibitors of VEEV TC-83 cytopathic effect, confirmation, Vero cells (AID 588727) | Vero cells, VEEV TC-83 cytopathic effect inhibition; higher % means a stronger effect | inhibition, % at 20 µM, or IC50 in µM where a hit was titrated | hit rate 0.13% among 350,000; in the data active = a potency from the dose series; inconclusive = inhibition mostly from about 14% at the one dose, without a potency; inactive = the rest, 99 in 100 with inhibition below about 12%; also: strong numbers were not always called active
tuberculosis growth = growth inhibition of non-replicating M. tuberculosis (AID 488890); Mycobacterium tuberculosis non-replicating, growth inhibition; higher % means a stronger effect; inhibition, % at 25 µM; hits with a dose series show IC50 in µM; hit rate 0.39% among 320,000; in the data active = a potency from the dose series; inconclusive = inhibition mostly from about 82% at the one dose, without a potency; inactive = the rest, 99 in 100 with inhibition below about 76%;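 also: plate controls were DMSO cells for no effect and high antibiotic wells for full effect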
H1N1 NS1A inhibition = H1N1 influenza NS1A inhibitors, functional cell based assay (AID 504329); NS1A functional cell-based assay, percent inhibition; higher % means a stronger effect; inhibition, % at 12.5 µM, or IC50 in µM where a hit was titrated; hit rate 0.3% among 340,000; in the data active = a potency from the dose series; inconclusive = inhibition above about 27% without an active follow-up result; also: strong numbers were not always called active
inhibitors of VEEV 10K pilot screen = recorded beside inhibitors of VEEV, whose call it bears; inhibition, %; measured here: 10K pilot screen inhibition
* hit, by the source's call; i = inactive; ? = inconclusive; · = not tested or not shown; & = joins results of further samples.

The opening six compounds as a preview:
SMILES	Salmonella PhoP GFP	H37Rv inhibition	inhibitors of VEEV	tuberculosis growth	H1N1 NS1A inhibition	others
COC(=O)C1=C(C)NC(C)=C([N+](=O)[O-])C1c1ccccc1C(F)(F)F (stereo not drawn)	8%&-3%	38%&24%	7.7%&6.7%	47%&28%	9%&7%
COc1cccc(C(=O)NNC(=O)c2cccnc2)c1	7%	-4%	i	1%	2%
CN(C)C=NC(=O)c1cn(-c2ccc(F)cc2)c(=O)c2ccccc12	-1%	0%	0.7%	·	-6%
CC1CCN(C(=O)CSc2nnc(-c3cc4ccccc4cc3O)n2Cc2ccco2)CC1	14%	-6%	0.9%	33%	-3%
Cc1cccc(N2CCN(C(=O)C3CC(=O)N(C4CCCC4)C3)CC2)c1C (stereo not drawn)	0%	1%	2.4%	6%	2%
COc1ccc(-n2c(Cc3cccn3C)nnc2SCC(=O)Nc2ccc(C)cc2C)cc1	-5%	0%	1.4%	47%	-14%

All compounds of this part (from the top)
SMILES	Salmonella PhoP GFP	H37Rv inhibition	inhibitors of VEEV	tuberculosis growth	H1N1 NS1A inhibition	others
COC(=O)C1=C(C)NC(C)=C([N+](=O)[O-])C1c1ccccc1C(F)(F)F (stereo not drawn)	8%&-3%	38%&24%	7.7%&6.7%	47%&28%	9%&7%
COc1cccc(C(=O)NNC(=O)c2cccnc2)c1	7%	-4%	i	1%	2%
CN(C)C=NC(=O)c1cn(-c2ccc(F)cc2)c(=O)c2ccccc12	-1%	0%	0.7%	·	-6%
CC1CCN(C(=O)CSc2nnc(-c3cc4ccccc4cc3O)n2Cc2ccco2)CC1	14%	-6%	0.9%	33%	-3%
Cc1cccc(N2CCN(C(=O)C3CC(=O)N(C4CCCC4)C3)CC2)c1C (stereo not drawn)	0%	1%	2.4%	6%	2%
COc1ccc(-n2c(Cc3cccn3C)nnc2SCC(=O)Nc2ccc(C)cc2C)cc1	-5%	0%	1.4%	47%	-14%
Cc1ccc(S(=O)(=O)N2CC3CCCC2C3)cc1 (stereo not drawn)	-15%	13%	0.8%	-10%	·
O=C(CCNS(=O)(=O)c1ccc(Cl)cc1)N1CCN(Cc2ccccc2)CC1	-3%	-4%	8.4%	8%	-4%	inhibitors of VEEV 10K pilot screen=0.5
CCC(=O)N1CCc2cc(Br)cc(S(=O)(=O)N(C)c3ccc(OC)cc3OC)c21	-2%	-2%	6.9%	28%	2%
CC1=NN(C(=O)Cn2nc([N+](=O)[O-])c(Br)c2C)C(O)(C(F)(F)F)C1 (stereo not drawn)	-4%	6%	0.1%	57%	0%
CCc1ccc(C(C(=O)NC(C)(C)CC)N(Cc2ccco2)C(=O)Cn2nnc3ccccc32)cc1 (stereo not drawn)	-3%	-3%	2.1%	3%	1%
Nc1c(Cl)cc(C2=NCCn3c2c2ccc(C(F)(F)F)cc2[n+]3[O-])cc1Cl	-6%	?	1.5%	45%	2%	inhibitors of VEEV 10K pilot screen=4.0
CN(C(=O)c1cccc(NC(=O)Cc2ccc(NC(=O)C3CCCN(C(=O)C4CC4)C3)cc2)c1)C1CCC1 (stereo not drawn)	·	·	0.3%	·	-7%
CC(=O)c1c(N2CCN(C)CC2)nc(=S)n(-c2cc(C)ccc2C)c1C	-2%	4%	0.4%	-5%	4%
CSc1ccccc1OCc1cc(C(=O)NCCC2CCCCO2)no1 (stereo not drawn)	-1%	7%	5.6%	-6%	-1%
COc1cccc2c(=O)c3ccccc3oc12	4%	-13%	0.6%	11%	-1%	inhibitors of VEEV 10K pilot screen=0.7
CC(C)(C)CN1C(=O)C(=O)NC[C@@H]1CCCCN	-7%	-5%	0.7%	-23%	-1%
C=C(C)Cn1c(Sc2nc3ccccc3[nH]2)nc2c1c(=O)[nH]c(=O)n2C	-1%	-6%	6.5%	-4%	2%
Cc1cccc(C)c1NC(=O)COC(=O)c1ccccc1O	1%	-6%	0.1%	44%	4%
Cc1sc2nc(CC(=O)N3CCCC3)[nH]c(=O)c2c1C	-14%	3%	2.0%	0%	-14%
CCOc1ccc(NC(=O)CCC(=O)NNC(=O)COc2ccc(C)cc2)cc1	9%	69%	0.0%	-23%	-2%	inhibitors of VEEV 10K pilot screen=0.6
COc1ccc(C2(C(=O)Nc3ccccc3)CCOCC2)cc1	-3%	-1%	i	1%	-4%
Nn1c(SCC(=O)Nc2ccc(OC(F)F)cc2)nnc1-c1ccco1	-11%	-5%	2.1%	-11%	0%
Cc1cc(C)n2nc(SCC(=O)N(C)C3CCCCC3)nc2n1	1%	-5%	4.2%	-13%	-2%

Entries listed so far that contain fluorine (five):
SMILES	Salmonella PhoP GFP	H37Rv inhibition	inhibitors of VEEV	tuberculosis growth	H1N1 NS1A inhibition	others
COC(=O)C1=C(C)NC(C)=C([N+](=O)[O-])C1c1ccccc1C(F)(F)F (stereo not drawn)	8%&-3%	38%&24%	7.7%&6.7%	47%&28%	9%&7%
CN(C)C=NC(=O)c1cn(-c2ccc(F)cc2)c(=O)c2ccccc12	-1%	0%	0.7%	·	-6%
CC1=NN(C(=O)Cn2nc([N+](=O)[O-])c(Br)c2C)C(O)(C(F)(F)F)C1 (stereo not drawn)	-4%	6%	0.1%	57%	0%
Nc1c(Cl)cc(C2=NCCn3c2c2ccc(C(F)(F)F)cc2[n+]3[O-])cc1Cl	-6%	?	1.5%	45%	2%	inhibitors of VEEV 10K pilot screen=4.0
Nn1c(SCC(=O)Nc2ccc(OC(F)F)cc2)nnc1-c1ccco1	-11%	-5%	2.1%	-11%	0%

More records.
SMILES	Salmonella PhoP GFP	H37Rv inhibition	inhibitors of VEEV	tuberculosis growth	H1N1 NS1A inhibition	others
Cn1cccc1CN1CCN(C(=O)COc2ccccc2)CC1	7%	-3%	0.2%	-21%	6%	inhibitors of VEEV 10K pilot screen=0.6
O=C1C(c2c(O)[nH]c3ccccc23)=Nc2ccccc21	8%	26%	1.0%	11%	5%
NC(=O)CN1C(=O)NC2(CCCc3ccccc32)C1=O (stereo not drawn)	-10%	0%	0.1%	-9%	-3%
COc1ccc(C(=O)N2CCN=C2SC)cc1OC	14%	13%	0.5%	-7%	3%
CC(C)N(C)C(=O)CCc1nnc(CCc2c[nH]c3ccccc23)o1	-5%	-6%	i	11%	-6%
COc1ccc(C2CC(c3ccccc3)=NN2C(=O)CN2N=NC3C(=O)N(c4cccc(F)c4)C(=O)C32)cc1 (stereo not drawn)	-7%	6%	0.6%	-9%	-3%
COCCCNC(=O)c1cccc(NC(=O)c2ccccc2)c1	4%	-14%	2.0%	-17%	-3%
O=C(COc1ccc(Cl)cc1)N/N=C/CCc1ccccc1	-3%	-20%	1.4%	-5%	-5%
Cc1ccc(CN2CCN(Cc3nc(C(C)C)cs3)CC2CCO)cc1 (stereo not drawn)	-4%	9%	i	27%	14%
O=[N+]([O-])c1ccc(NC2CCCC2)cc1	-2%	-1%	i	51%	10%
Cc1c(NC(=O)COc2c(F)c(F)c(F)c(F)c2F)c(=O)n(-c2ccccc2)n1C	9%	-12%	0.4%	-14%	3%
O=C(O)c1cccc2c1C(=O)c1ccc(-c3ccc(F)cc3F)cc1S2(=O)=O	·	-12%	1.7%	4%	4%
COC(=O)CCCC1=CC2=CC(=O)C(C)(OC(=O)c3cccs3)C(=O)C2=CN1CCCCO (stereo not drawn)	2%	1%	0.3%	-6%	10%
CSCCC(NC(N)=O)C(=O)N(C)CC(=O)Nc1cc(C)ccc1C (stereo not drawn)	-16%	-11%	0.8%	·	1%
CC(C)c1nc2oc3ccccc3c(=O)c2c(=O)n1-c1ccccc1	1%	·	3.5%	·	2%
CCC(Sc1nc(-c2ccccc2)c(C#N)c(=O)[nH]1)C(=O)Nc1cc(C)on1 (stereo not drawn)	8%	1%	0.6%	6%	-1%
CCOC(=O)C1C(=O)N(C)C2(C)CC1c1ccccc1O2 (stereo not drawn)	-1%	4%	4.1%	-1%	4%
O=c1c2cc(Cl)ccc2nc(-c2ccc(Cl)c(Cl)c2)n1O	10%	?	0.0%	<0.1µM*	-8%
CCCNC(=O)OCc1cccnc1Sc1ccc(C)cc1	-6%	4%	5.4%	56%	-16%
COc1ccc(C(=O)CN(C(=O)c2ccc(Cl)cc2)N2C(=O)c3ccccc3C2=O)cc1	-6%	30%	i	8%	-3%
O=C(OCC(=O)N1CCOCC1)c1cc(-c2ccccc2)nc2ccccc12	·	-5%	2.0%	13%	3%
Cc1ccc(C(=O)O)cc1-c1ccc(/C=C2\SC(=O)N(CC(=O)Nc3ccccc3)C2=O)o1	-8%	8%	2.5%	0%	-2%
Cc1cccc2cc(C(c3nnnn3C(C)(C)C)N3CCN(C(=O)c4ccco4)CC3)c(=O)[nH]c12 (stereo not drawn)	7%	3%	i	16%	-3%
Cc1onc(-c2ccccc2)c1C(=O)N1CCC2(CC1)OCCO2	-3%	-4%	1.3%	-1%	-1%	inhibitors of VEEV 10K pilot screen=0.0
COc1nc(OCCNS(=O)(=O)c2ccc(C)cc2)nc(N(C)C)n1	9%	-7%	i	-10%	12%
COc1cccc(-n2c(CNC(=O)OC(C)(C)C)n[nH]c2=S)c1	0%	-6%	2.0%	-3%	19%
Cc1ccc(C(=O)NCCN2CCCC2)cc1	-3%	8%	0.3%	5%	1%
COc1ccc(C(=O)c2sc(Nc3ccccc3)nc2N)cc1	2%	4%	1.4%	4%	-10%
CC1(C)C(c2ccccc2)=NC(c2ccccc2)N1O (stereo not drawn)	4%	0%	1.3%	2%	-31%
CN(C)c1ccc(/C=C/c2cc[n+](C)cc2)cc1	-243%	8%	i	29%	8%
CC(C)=Cc1oc2ccc([N+](=O)[O-])cc2c1N1CC(C)OC(C)C1 (stereo not drawn)	-5%	2%	i	10%	-9%
O=C(OCc1cc2ccccc2[nH]c1=O)C1CCCO1 (stereo not drawn)	3%	-4%	3.6%	10%	17%	inhibitors of VEEV 10K pilot screen=0.8
O=C(OCCOCCN=C1NS(=O)(=O)c2ccccc21)c1ccccc1	0%	3%	0.8%	-12%	-6%
O=C(NCc1ccncc1)C(=O)Nc1nc2ccccc2s1	-11%	3%	i	2%	-14%
O=C(COC(=O)C1=COCCO1)Nc1cc(S(=O)(=O)N2CCCCC2)ccc1Cl	5%	?	0.1%	9%	0%
Cc1ccc(CNC(=O)C(=O)NCC2CCCO2)cc1 (stereo not drawn)	-2%	-2%	5.8%	-11%	-2%
CCN(Cc1ccccc1)C(=O)COC(=O)[C@@H]1CCCN1C(=O)c1cccs1	·	-9%	8.2%	6%	-1%
COC(=O)C1C2C=CC3(CN(CCc4ccccc4)C(=O)C13)O2 (stereo not drawn)	4%	-9%	0.4%	-7%	8%
O=C(Nc1ccc2ccccc2c1)N1CCN(c2ncccc2C(F)(F)F)CC1	-1%	1%	9.3%	20%	5%
CN1CCC(=NNC(=O)CN(c2ccc([N+](=O)[O-])cc2)S(=O)(=O)c2ccccc2)CC1	4%	-1%	3.2%	5%	3%
NC(=O)c1nn(-c2cccc(Cl)c2)c(=O)cc1O	1%	-12%	i	-7%	17%
N#Cc1c(NC(=O)COC(=O)c2ccc(O)cc2O)sc2c1CCC2	·	1%	1.5%	18%	-6%
O=C(c1ccc(F)cc1)n1c(NCc2ccccc2)n[nH]c1=S	-17%	14%	1.1%	3%	0%
Brc1cccc(/C=N/Nc2nn[nH]n2)c1	1%	4%	1.2%	7%	-16%
O=C(NC(=S)Nc1ccccc1OC(F)F)c1ccc2c(c1)OCO2	·	6%	1.2%	-3%	-13%
